# Source: PubChem BioAssay (National Center for Advancing Translational Sciences (NCATS))
# Menin-MLL TR inh: displaces Texas Red mutant MLL peptide from human menin. O00255. Menin + Texas Red MLL mutant peptide, fluorescence polarization. Potency, µM (series often up to 61.6 µM), for the others: at the top dose FP activity change, negative = inhibition, hits mostly inhibitors. hit rate 0.23% among 270,000; active = well fitted inhibition curve with a large enough effect in the polarisation, with a control signal flat, not every such curve was filed as active; inconclusive = small, poorly fitted or top-dose-only effect, or effect the other way, or a change in a side signal; inactive = no such curve, though single readings can be large or run the other way; the % refers to the polarisation; note: potency is the fitted concentration of half-maximal effect; % of control where 0% means no effect; many of its hits are not listed in these tables
# PKM2 activator: increases activity of human pyruvate kinase M2; Potency, µM (highest dose often 57.5 µM), for inactives: at the highest dose activation, hits mostly activators; P14618; hit rate 0.34% among 260,000; purified PKM2, Kinase-Glo ATP luminescence, activation; response scale: 0% is enzyme alone, no compound; note: potency is the fitted concentration of half-maximal effect; % is set by controls: 0 for no effect and ±100 for the full control effect; nearly all actives have a fitted effect of over 55% in size
#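 Kinase-Glo luminescence reports ATP generated from ADP (0.1 mM) and PEP (0.5 mM) by purified hPK-M2 after 1 h at room temperature, pH 7.2 imidazole buffer; intermediate enzyme activity allows detecting inhibitors and activators.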
# GALK inh: blocks human galactokinase activity; Purified GALK, Kinase-Glo residual ATP luminescence; Potency, µM (highest dose often 57.5 µM), inactives show at the top dose activity change, negative = inhibition, most hits filed as inhibitors; hit rate 0.007% among 270,000; note: potency is the fitted concentration of half-maximal effect; % is set by controls: 0 for no effect and ±100 for the full control effect
#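 Human GALK (5 nM) with 35 uM ATP and 100 uM galactose in 20 mM HEPES pH 8.0, 5 mM MgCl2, 60 mM NaCl, 1 mM DTT, 0.01% BSA. After 1 h at room temperature, leftover ATP was read by Kinase-Glo Plus luminescence.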
# Coupling enz: counter-screen for Giardia aldolase inhibitors: coupling enzyme system; coupling enzyme system counterscreen, AmpLite Red fluorescence; activity change, negative = inhibition, % at 58.2 µM, hits read low; hit rate 0.67% among 290,000; in the data active = activity change below about -30%; note: % is set by controls: 0 for no effect and ±100 for the full control effect
#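 Final compound at 57.5 uM, incubated 10 min at RT with coupling enzyme reagent (glyceraldehyde-3-phosphate), then 20 min with substrate and AmpLite Red detection. Fluorescence read at 525/598 nm; tests interference with the coupling assay, not aldolase inhibition.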
# Tb PFK inh: T. brucei PFK enzyme inhibition | O15648 | T. brucei PFK, ADP-Glo luminescence | Potency, µM (top dose mostly 57.5 µM), without a hit: top-dose activity, negative = inhibition, most hits filed as inhibitors | hit rate 0.17% among 330,000 | AID 485367;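 note: potency is the fitted concentration of half-maximal effect; 0% = uninhibited 1x PFK enzyme wells and -100% = no-enzyme wells; nearly all actives have a fitted effect of over 60% in size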
# Target sequence (O15648 whole entry, looked up): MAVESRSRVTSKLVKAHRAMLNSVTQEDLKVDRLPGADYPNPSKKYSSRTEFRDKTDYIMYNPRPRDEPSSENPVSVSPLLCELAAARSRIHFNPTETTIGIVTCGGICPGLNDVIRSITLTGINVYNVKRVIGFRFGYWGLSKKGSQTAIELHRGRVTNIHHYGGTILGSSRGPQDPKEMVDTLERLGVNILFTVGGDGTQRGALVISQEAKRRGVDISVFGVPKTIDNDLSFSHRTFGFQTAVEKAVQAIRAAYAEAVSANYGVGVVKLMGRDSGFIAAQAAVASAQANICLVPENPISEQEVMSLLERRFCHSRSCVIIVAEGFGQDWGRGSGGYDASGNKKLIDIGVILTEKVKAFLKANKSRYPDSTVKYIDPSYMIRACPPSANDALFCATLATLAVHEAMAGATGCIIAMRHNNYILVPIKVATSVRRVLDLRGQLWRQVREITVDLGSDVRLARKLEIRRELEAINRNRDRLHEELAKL
#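 1.25 nM PFK with 0.5 mM F6P and 0.1 mM ATP in 0.1 M TEA pH 8.0, 5 mM MgCl2, incubated 45 min at room temperature; ADP measured by ADP-Glo luminescence; compounds titrated up to 57 uM.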
# Giardia kill: Giardia lamblia killing. Giardia lamblia trophozoite viability. activity change, % at 7.66 µM, hits read low. hit rate 0.15% among 340,000. AID 540267; in the data active = activity change below about -80%; inconclusive = between about -30% and that limit;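 note: parasites exposed to compound for two days anaerobically before the ATP read; % is set by controls: 0 for no effect and ±100 for the full control effect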
#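 Each well holds 100 Giardia trophozoites and compound. After two days (48 hrs) at 37 deg C in anaerobic conditions, ATP is quantified by luminescence.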
# S-ASM inh: blocks human secretory acid sphingomyelinase. hit rate 0.006% among 340,000. Potency, µM (top dose mostly 57.5 µM), for inactives: at the top dose activity change, negative = inhibition, most hits filed as inhibitors. AID 504937. placental ASM, HMU-PC fluorogenic substrate, 60 min; note: potency is the fitted concentration of half-maximal effect
# Target sequence (P17405 47-631 limits assumed): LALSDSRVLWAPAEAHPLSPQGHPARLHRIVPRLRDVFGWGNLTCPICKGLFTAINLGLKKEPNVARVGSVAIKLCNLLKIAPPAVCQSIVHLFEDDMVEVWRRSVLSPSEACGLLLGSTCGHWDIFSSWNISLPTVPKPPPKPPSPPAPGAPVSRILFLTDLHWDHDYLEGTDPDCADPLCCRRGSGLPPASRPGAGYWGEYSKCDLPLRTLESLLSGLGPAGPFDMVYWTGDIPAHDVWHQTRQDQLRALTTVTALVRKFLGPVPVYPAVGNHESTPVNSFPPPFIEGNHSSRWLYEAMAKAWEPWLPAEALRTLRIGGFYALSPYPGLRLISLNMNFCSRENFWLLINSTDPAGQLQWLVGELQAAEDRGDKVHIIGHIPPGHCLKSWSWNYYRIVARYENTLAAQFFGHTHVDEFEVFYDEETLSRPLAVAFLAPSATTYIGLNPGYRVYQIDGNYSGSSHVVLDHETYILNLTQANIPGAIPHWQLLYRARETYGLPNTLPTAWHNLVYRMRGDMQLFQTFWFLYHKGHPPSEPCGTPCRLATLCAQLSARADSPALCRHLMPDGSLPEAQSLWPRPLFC
#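 Fluorescence read-out (Ex 386 nm, Em 447 nm) after stopping the reaction at pH 10. Enzyme: ASM from human placenta; substrate HMU-PC0, 9 uM final; 60 min, 37 °C. Compound preincubation 10 min, ambient temperature.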
# BCR signal inh: blocks chronic active B-cell receptor signaling; Potency, µM (doses to about 46.1 µM), for the others: at the top dose ratio change, negative = lower green/red ratio, most hits filed as inhibitors; ABC-DLBCL IkBa-CBG/CBR reporter, luminescence ratio, 4 h; hit rate 0.05% among 340,000; active = well fitted inhibition curve with a large enough effect in the signal ratio, with a control signal flat, not every such curve was filed as active; inconclusive = small, poorly fitted or top-dose-only effect, or effect the other way, or a change in a side signal; the % refers to the signal ratio;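 note: potency is the fitted concentration of half-maximal effect; plate controls were basal doxycycline-induced cells for no effect and cells given 10 µM MG132 for full effect; MG132 reads +100%, hits lower the ratio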
#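 Cell line TMD8 (human ABC DLBCL), stably expressing tet-inducible CBG68-IkBa fusion and CBR; IMDM/0.5% FBS; cpd up to 46 uM; dox induction, 4 h, 37C/5% CO2; dual luminescence; green/red ratio; MG132 control.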
# B2AR arrestin: recruits beta-arrestin to the human beta2-adrenergic receptor; beta-arrestin recruitment to beta2AR, cell-based reporter; Potency, µM (top dose mostly 46.1 µM), for the others: at the top dose activation, most hits filed as activators; hit rate 0.02% among 330,000;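 note: potency is the fitted concentration of half-maximal effect; 0% = DMSO controls and full agonism = EC100 isoproterenol or metaproterenol; nearly all actives have a fitted effect of over 65% in size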
# TSG101-PTAP inh: blocks PTAP/TSG101 interaction to inhibit HIV-1 budding | 340,000 tested, under 10 active | Fluorescence polarization, FITC-PTAP peptide / Tsg101 binding | Q99816 | Potency, µM (highest dose often 115 µM), for the others: top-dose activity change, negative = inhibition, most hits filed as inhibitors; active = well fitted inhibition curve with a large enough effect in the main read-out, with a control signal flat, not every such curve was filed as active; inconclusive = small, poorly fitted or top-dose-only effect, or effect the other way, or a change in a side signal; inactive = no such curve, though single readings can be large or run the other way; note: potency is the fitted concentration of half-maximal effect; % of control where 0% means no effect
#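 Fluorescence polarization binding of Tsg101 binding domain (10 uM final) to FITC-labeled PTAP peptide (50 nM final) in HEPES pH 7.5 buffer with NaCl, Tween 20, EDTA, TCEP. Compounds added before peptide; binding 20 min at RT.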
# a7 integrin act: activates integrin-mediated alleviation for muscular dystrophy | alpha7betagal myoblasts, beta-gal FDG fluorescence, 48 h | Potency, µM (top dose mostly 38.3 µM), for the others: at the highest dose activation, most hits filed as activators | hit rate 0.064% among 350,000 | AID 624291;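 note: potency is the fitted concentration of half-maximal effect; 100% = response of the positive control SU9516; nearly all actives have a fitted effect of over 60% in size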
#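 Alpha7betagal+/- myoblasts (passage 13) were plated 16-24 hr, then exposed to compounds (1:260 dilution of DMSO stock) for 48 hours at 37C. After MPER lysis, β-galactosidase reporter activity was read as FDG fluorescence (ex 480/em 540) after 30 minutes.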
# An asterisk follows results filed as active; ? = inconclusive; . = no result given; & = joins results of further samples; [ ] = remark or other dose. Unless noted, calls come from the whole dose curve; as a rule, active = well fitted curve in the direction sought with a large enough effect; inconclusive = small, poorly fitted or top-dose-only effect, or another doubt; inactive = no such curve, though single readings can be large; an effect the other way counts as inactive or inconclusive.
SMILES,Menin-MLL TR inh,PKM2 activator,GALK inh,Coupling enz,Tb PFK inh,Giardia kill,S-ASM inh,BCR signal inh,B2AR arrestin,TSG101-PTAP inh,a7 integrin act
COc1ccc(CCNC(=O)CNC(=O)c2ccc3c(c2)OCO3)cc1OC,-1%,-2%,11%,3,-22%,25,5%,0%,-1.2%,0%,-1%
COc1cccc(-c2csc(N3CCN(C(=O)C4CCCCC4)CC3)n2)c1,-23%,-1%,-4%,0,4%,-7,-2%,-3%,-0.4%,1%,-5%
CC(=O)c1c(C)[nH]c(C(=O)NCc2cccc(Cl)c2)c1C,17%,11%,1%,0,-25%,-5,5%,?,0.4%,-3%,44%
COc1cc(OC)cc(-c2cc3cc(F)ccc3cn2)c1,.,.,.,.,6%,5,-3%,?,-0.6%,.,16%
COc1ccc(C(=O)OCC(=O)c2c(N)n(C)c(=O)n(C)c2=O)cc1OC,20%,-2%,1%,0,-4%,5,1%,-1%,?,0%,18%
CCC(=O)Nc1ccc(C(=O)N/N=C/c2cc(Br)c(OC)cc2OC)cc1,2%,2%,2%,1,8%,-2,-8%,1%,2.0%,-5%,14%
O=C(CN1CCc2ccccc2C1)NCc1ccco1,-15%,-14%,-2%,-3,-4%,-12,5%,6%,-0.4%,-3%,-18%
CCn1c(SCC(=O)N2CCc3ccccc3C2)nc2sc(C)c(C)c2c1=O,-15%,10%,-2%,7,1%,-2,-14%,6%,-0.6%,-2%,15%
O=C(CCn1c(=O)[nH]c2ccsc2c1=O)N1CCN(c2cccc(Cl)c2)CC1,36%[activator],1%,3%,4,?,-7,-2%,7%,0.2%,-9%,-15%
COc1ccc(C(=O)COC(=O)c2cc(=O)c3ccccc3o2)cc1,.,.,.,.,1%,-15,-3%,0%,-0.1%,-2%,0%
CC(C(=O)Nc1nc(-c2ccc(F)c(F)c2)cs1)N1C(=O)C2CC=CCC2C1=O (centres undefined),.,.,.,.,-7%,-11,-14%,0%,0.3%,0%,-16%
CNC(=O)c1ccc(-c2ccc(OC)cc2)s1,4%,-3%,-1%,3,2%,-3,25%,?,0.4%,-1%,8%
Cc1cc(C)cc(-c2nnc(SCC(=O)Nc3cc(C)on3)o2)c1,.,.,.,.,0%,-6,1%,-2%,-0.3%,-12%,-26%
O=C(Nc1ncc(Br)s1)C1CCCN1S(=O)(=O)c1cccc2cccnc12 (centres undefined),-6%,-8%,-1%,5,0%,-6,-6%,0%,-0.8%,-5%,1%
CC(C)NC(=O)CN1C(=O)CSc2ccc(S(=O)(=O)N3CCCC3)cc21,11%,.,-7%,0,1%,-10,0%,1%,-0.5%,-4%,-15%
Cc1ccc(S(=O)(=O)N2CCCCC2)cc1NC(=O)CNCc1ccco1,.,-11%,.,3,-6%,8,0%,-7%,-0.6%,-3%,23%
CCc1ccc(/C=C\C(=O)N2CCc3ccccc3C2)cc1,1%,3%,0%,6,-1%,8,-7%,2%,0.3%,0%,10%
Cc1ccc(C(=O)N2CCN(c3nc4ccccc4n3C)CC2)cc1,?,.,2%,1,-2%,2,0%,1%,0.2%,-1%,-37%
CCOc1ccc(C(=O)CCC(=O)N(CC)CC(=O)NCc2cccs2)cc1,.,.,.,.,-1%,3,8%,0%,-0.2%,0%,19%
Cc1ccc(/C(O)=C2/C(=O)C(=O)N(CC(=O)O)C2c2ccc([N+](=O)[O-])cc2)cc1 (centres undefined),14%,-2%,-3%,-2,1%,-7,7%,1%,0.3%,-5%,?
O=C(NC1CCSC1=O)C1CC(=O)N(c2ccc(F)cc2)C1 (centres undefined),3%,0%,1%,1,-2%,1,-1%,-11%,-0.1%,0%,9%
CCC(=O)c1ccc(OCC(=O)OCC(=O)NC2CCCC2)cc1,.,.,.,.,-1%,-6,4%,-6%,-0.1%,-2%,19%
Cc1nn(C(C)C(=O)N2CCCCC2)c(=O)c2c1sc1ccccc12 (centres undefined),-2%,1%,4%,-2,-4%,-3,2%,-3%,0.1%,-3%,18%
Cc1cc(C)c2c(=O)c(/C=C3\NC(=S)NC3=O)coc2c1,.,-1%,-2%,-1,1%,.,.,?,-0.2%,.,.
COC(=O)c1ccccc1NC(=O)c1cc(-c2ccc(C)cc2)on1,4%,-1%,0%,1,0%,-8,0%,?,0.0%,1%,1%
Cc1nc(N2CCCCCC2)c2ccccc2n1,0%,3%,5%,6,2%,0,3%,3%,-0.7%,-3%,-52%[inhibitor]
CCOC(=O)c1c(N)sc(C(=O)N2CCCC2)c1C,8%,6%,2%,2,2%,-2,2%,-21%,-0.3%,-4%,22%
O=C(CNC(=O)c1cccs1)NCCc1ccco1,.,.,.,.,15%,3,5%,?,0.0%,-3%,3%
Cc1nnc(NC(=O)CSc2nnc(CC(=O)Nc3ccccc3F)n2C)s1,-19%,4%,16%,0,4%,-3,3%,-12%,0.2%,-1%,5%
CCN(C(=O)COC(=O)/C=C/c1c(C)nn(-c2ccccc2)c1C)C1CCS(=O)(=O)C1 (centres undefined),.,8%,0%,5,0%,-11,0%,0%,0.1%,-2%,16%
CCN(CC)S(=O)(=O)c1cc([N+](=O)[O-])ccc1NNC(=O)Nc1ccccc1,?,-8%,0%,-1,-6%,-5,-6%,-2%,-0.4%,-4%,4%
O=C1N(c2cccc(Cl)c2)C(c2ccc(Cl)cc2)N2CCCN12 (centres undefined),21%,-2%,-2%,6,1%,-30,-2%,11%,-0.1%,-7%,2%
CN(C)CCCN(C(=O)c1ccc(S(=O)(=O)N2CCCCCC2)cc1)c1nc2ccc(F)cc2s1,.,13%,7%,.,0%,5,-3%,5%,-0.5%,-3%,-42%
CC(=O)c1ccc(NC(=O)CCCCCn2nnc3ccccc3c2=O)cc1,-16%,.,0%,3,5%,36[activator],-3%,-7%,0.3%,-3%,7%
O=S(=O)(Nc1ccc(-c2ccc3nncn3n2)cc1)c1ccccc1Cl,.,.,.,.,15%,5,.,?,-0.7%,-2%,3%
CCC1CCCCN1C(=O)CSc1nnc(-c2ccc3c(c2)OCCO3)o1 (centres undefined),-1%,7%,5%,2,3%,-15,-1%,0%,0.1%,0%,-24%[1.53 µM]
N#Cc1cc([N+](=O)[O-])ccc1NC(=O)COC(=O)CCC1CCCCC1,?,4%,-1%,-2,1%,.,.,4%,-0.7%,.,.
CC(=O)OCC1=C(C(=O)O)N2C(=O)C(NC(=O)CC(C)c3ccccc3)C2SC1 (centres undefined),.,.,.,.,0%,-2,-3%,3%,0.0%,-1%,13%
COc1ccccc1NC(=O)CCc1c(C)nc2c(-c3ccc(F)cc3)c(C)nn2c1C,.,-1%,-1%,1,-4%,-9,-2%,-6%,-0.5%,-5%,-24%
NC(=O)COC(=O)c1cc(-c2ccco2)nc2ccccc12,.,-2%,0%,3,-4%,7,466%[activator],?,0.6%,-1%,7%
CCOP(=O)(CC(C(C)=O)C(O)c1ccccc1)OCC (centres undefined),5%[11.7 µM],-13%,.,-1&2,-2%,-9,6%,1%,-1.0%,-3%,0%
O=C(c1cccc(S(=O)(=O)N2CCOCC2)c1)N(Cc1ccc(F)cc1)Cc1ccco1,-17%,1%,-1%,-3,1%,-4,0%,0%,-0.6%,-2%,14%
Cc1ccc(S(=O)(=O)N2CCC(C(=O)OCC(=O)NCCc3ccccc3)CC2)cc1C,.,.,.,.,-3%,0,2%,0%,-0.1%,0%,-7%
O=C(COC(=O)COc1ccc(Br)cc1)NCC1CCCO1 (centres undefined),.,.,.,.,4%,20,2%,4%,0.6%,0%,-12%
COC(=O)c1ccc(CSc2nnc(NC(C)C)s2)o1,-10%,4%,-3%,-4,3%,6,2%,0%,0.1%,-7%,-14%
CCOCCCNC(=O)C(c1ccc(C)cc1)N1CCOCC1 (centres undefined),-5%[11.7 µM],2%,2%,1,-8%,-9,4%,3%,0.0%,-3%,-30%
O=C(CSc1ccccc1)Nc1ccc(Cl)c(S(=O)(=O)N2CCOCC2)c1,.,.,.,.,-18%,3,-3%,-6%,-0.4%,5%,-17%
O=C1c2cccnc2C(=O)N1Cc1ccc(S(=O)(=O)N2CCOc3ccccc32)cc1,.,.,-4%,.,-1%,-9,-6%,-1%,0.4%,-2%,-15%
COc1cccc(NC(=O)Nc2ccccc2C(N)=O)c1,28%,-11%,4%,1,0%,5,-1%,?,-0.1%,-4%,25%
COc1ccc(-c2[nH]ncc2CN2CCN(C(=O)c3ccco3)CC2)cc1F,8%,-1%,-3%,2,10%,-17,5%,?,-0.4%,-2%,7%

# Some of the compounds tested. The share of hits here may be higher or lower than overall.
